From PubChem BioAssay
rCAG RNA binder – r(CAG) repeat RNA binding. 1.3% of 370,000 active. AID 651821. inhibition, % at 3 µM. TO-PRO-1 dye displacement fluorescence;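 active = inhibition above the plate cutoff, the mean of all test compounds on that plate plus 3 SD, cut at about 35% in these data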;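 also: 0% = DMSO alone and 100% = 100 µM mitoxantrone as full dye displacement; higher means more dye released from RNA so lower well fluorescence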
KLK7 zymogen act – activates the human kallikrein-7 zymogen; 0.9% of 370,000 active; AID 652039; P49862; purified proKLK7, EDANS-DABCYL substrate fluorescence; 100% is mature enzyme control, 0% vehicle; activation, % at 7 µM;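 active = activation above the mean of all tested compounds plus 3 SD, computed per campaign excluding outliers beyond control limits, cut at about 13% in these data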
ADAM10 inh – ADAM10 inhibition, QFRET primary screen; O14672; recombinant ADAM10, EDANS/DABCYL FRET peptide cleavage, 3 h; inhibition, % at 7 µM; 0.62% of 370,000 active;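 active = inhibition above a per-campaign cutoff equal to the mean of compounds falling between control-based bounds plus 3 SD, cut at about 20% in these data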;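 also: 0% = DMSO wells while the 100% control is not disclosed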
ASAP1 GAP inh – inhibitors of human ASAP1 ArfGAP activity; Q9ULH1; ASAP1-stimulated ARF1 GTP hydrolysis, GDP FP detection; inhibition, % at 16.5 µM; 0.19% of 360,000 active; in the data active = inhibition above about 25%;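 also: 0% = vehicle with enzyme and substrate and 100% = no enzyme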
FXN GAA850 act – frataxin GAA850 promoter activation | HEK293 lucGAA850 FXN promoter luciferase reporter, 24 h; percent of 10 µM SAHA response | activation, % at 6 µM | 0.56% of 360,000 active;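 active = activation above the average of all compounds screened plus 3 SD, cutoff fixed separately per campaign, cut at about 7.5% in these data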;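 also: 0% = DMSO wells and 100% = 10 µM SAHA wells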
HGIII-sPLA2 inh – Blocks human group III sPLA2 activity. 0.56% of 370,000 active. QFRET BODIPY PC-A2 liposome hydrolysis, fluorescence. inhibition, % at 12.2 µM. AID 743126;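 active = inhibition above mean plus 3 SD of compounds lying within the high and low control bounds, cut at about 19% in these data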;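 also: 0% = median of test compound wells and 100% = no enzyme DMSO wells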
DDE Tn6 FP inh – DD(E)-Tn6 binding inhibition, primary FP screen | inhibition, % at 8.3 µM | AID 720509 | Fibrin DD(E) TRITC-Tn6 fluorescence polarization displacement | 0.21% of 370,000 active;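 active = inhibition above a per-campaign cutoff: mean of compounds within control limits plus 3 SD, cut at about 15% in these data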;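 also: 0% = median of all compound wells on the plate and 100% = blocking peptide control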
ARFGAP1 inhibitor – inhibits rat ARF GTPase activating protein 1. Q62848. Arfgap1-stimulated ARF1 GTP hydrolysis, GDP FP detection. inhibition, % at 16.5 µM. 0.26% of 360,000 active;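 active = inhibition above a per-plate limit, mean inhibition of low control wells plus 3 SD, cut at about 25% in these data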;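 also: 0% = DMSO wells with enzyme and 100% = wells lacking Arfgap1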
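System: truncated rat Arfgap1 GAP domain / Benchmarks: high control wells lacking Arfgap1, low control full reaction with DMSO / Times: compound-enzyme preincubation 20 min, reaction 120 min, detection 60 min, 25 °C / Repeats: one replicate per compound / Also added: human ARF1(Δ1-17)-GTP substrate / Measured by: Tracer-displacement fluorescence polarization with EDTA stop, 620/688 nm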
NPR1 activator – GC-A (human) enzyme activation; P16066; HEK293 GC-A cells, cGMP TR-FRET, EC30 ANP; 0% at EC30 ANP, 100% saturating ANP; activation, % at 10 µM; 0.14% of 370,000 active; in the data active = activation above about 40%
Target sequence (P16066 whole entry, looked up): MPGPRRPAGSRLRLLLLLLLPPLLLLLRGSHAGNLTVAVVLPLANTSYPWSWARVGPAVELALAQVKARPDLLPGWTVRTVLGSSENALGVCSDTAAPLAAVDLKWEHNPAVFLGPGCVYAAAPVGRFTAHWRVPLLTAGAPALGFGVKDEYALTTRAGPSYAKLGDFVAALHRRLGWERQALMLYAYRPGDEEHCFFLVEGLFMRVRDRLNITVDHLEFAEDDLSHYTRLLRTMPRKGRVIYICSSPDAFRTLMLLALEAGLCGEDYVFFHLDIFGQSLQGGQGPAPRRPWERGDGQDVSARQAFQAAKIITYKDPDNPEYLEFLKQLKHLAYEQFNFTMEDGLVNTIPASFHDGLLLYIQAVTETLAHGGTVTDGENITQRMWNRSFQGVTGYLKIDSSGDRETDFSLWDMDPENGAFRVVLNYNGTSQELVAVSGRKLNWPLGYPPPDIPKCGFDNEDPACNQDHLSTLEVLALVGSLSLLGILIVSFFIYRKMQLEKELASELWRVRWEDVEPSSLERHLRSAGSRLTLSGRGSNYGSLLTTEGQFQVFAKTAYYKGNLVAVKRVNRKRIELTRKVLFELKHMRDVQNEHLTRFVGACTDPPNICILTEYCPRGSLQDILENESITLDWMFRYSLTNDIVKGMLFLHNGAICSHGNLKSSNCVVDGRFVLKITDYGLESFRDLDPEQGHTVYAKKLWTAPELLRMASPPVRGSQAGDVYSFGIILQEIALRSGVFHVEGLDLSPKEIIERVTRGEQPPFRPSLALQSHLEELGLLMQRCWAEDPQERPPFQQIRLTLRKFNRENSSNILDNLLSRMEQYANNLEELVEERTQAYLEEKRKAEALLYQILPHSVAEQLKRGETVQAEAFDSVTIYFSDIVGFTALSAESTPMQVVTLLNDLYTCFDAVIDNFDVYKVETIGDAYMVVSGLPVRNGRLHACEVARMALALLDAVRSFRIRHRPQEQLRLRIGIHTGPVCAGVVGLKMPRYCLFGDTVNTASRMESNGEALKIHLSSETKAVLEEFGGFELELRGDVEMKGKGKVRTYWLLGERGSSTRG
NPR2 activator – GC-B (human) receptor activation; HEK293-GC-B cells, CNP EC30, cGMP TR-FRET; 0% at EC30 CNP, 100% saturating CNP; activation, % at 10 µM; 0.11% of 370,000 active;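 active = activation at 10 µM reaching about 35% in either raw or pattern-adjusted values, limit read from the data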
* hit, by the source's call; i = inactive; . = no result given. Outcome played no part in choosing rows. Share with any hit: about 4.5%.

No.	compound	rCAG RNA binder	KLK7 zymogen act	ADAM10 inh	ASAP1 GAP inh	FXN GAA850 act	HGIII-sPLA2 inh	DDE Tn6 FP inh	ARFGAP1 inhibitor	NPR1 activator	NPR2 activator
1	Cc1noc(C)c1S(=O)(=O)N1CCC2(CC1)OCCO2	2	0.8	1	8	0.4	-4	3	9	-2	2
2	CNC(=S)N(Cc1ccco1)Cc1cc2cc3c(cc2[nH]c1=O)OCCO3	5	1.5	-341	-4	1.4	5	2	4	5	1
3	CCOC(=O)N1CCN(C(=O)CS(=O)(=O)c2cn(Cc3ccccc3Cl)c3ccccc23)CC1	4	-0.3	-9	13	-1.4	11	2	-8	-11	-2
4	Cc1cc(C)n2c(Nc3ccc4c(c3)OCCO4)c(-c3ccccn3)nc2n1	6	0.9	-23	12	.	0	2	-2	5	-3
5	COc1ccccc1/C=C(\C#N)C(=O)c1cccn1C	0	-0.3	1	2	0.7	-1	6	-5	7	2
6	Cc1c(Cl)cccc1NC(=S)NNS(=O)(=O)c1ccc([N+](=O)[O-])cc1	2	-0.5	-1	-6	-0.6	16	0	2	1	0
7	COCCNC(=O)CCC1CCN(Cc2ccc(-c3ccccc3)cc2)CC1	-8	-0.9	4	-5	-0.6	-7	-1	-5	-2	-2
8	Cn1c(SCC(=O)N2CCOCC2)nnc1-c1ccc(NC(=O)c2ccccc2F)cc1	-5	0.3	-4	7	0.1	4	-1	-2	-1	-2
9	Cn1c(=O)c(C(=O)CN2CCN(Cc3ccc4c(c3)OCO4)CC2)c(N)n(Cc2ccccc2)c1=O	-3	0.8	-8	1	1.9	-9	-2	2	-2	-3
10	CN(C)c1ccc(N2C(=NC(=O)CCc3ccccc3)SC3CS(=O)(=O)CC32)cc1 (configuration not stated)	-1	0.6	5	-3	2.9	1	-1	-7	2	-2
11	COc1ccc(OC)c(CNC(=O)CCCc2cn(C)c3ccccc23)c1	1	-0.4	-16	-3	-1.4	5	-3	2	-3	1
12	CCN(CCCNC(=O)CN(C)S(=O)(=O)c1cccc2nsnc12)c1cccc(C)c1	-4	1.0	-2	-7	-3.6	-10	9	-7	0	0
13	C[C@H](CO)N1C[C@H](C)[C@@H](CN(C)Cc2ccc(C(=O)O)cc2)Oc2c(NS(=O)(=O)c3cccs3)cccc2C1=O	8	1.2	-5	7	0.0	8	4	-3	3	5
14	COC(CNc1ncnc2sc(-c3ccccc3)cc12)OC	0	0.3	-108	2	1.9	-3	-4	7	0	-1
15	O=c1cc(-c2ccc(C(F)(F)F)cc2)oc2ccccc12	5	0.1	3	-8	1.1	8	0	1	-5	-5
16	O=C(CN(Cc1ccc(Br)cc1)S(=O)(=O)c1ccccc1)NCc1cccnc1	-6	0.1	4	5	0.4	-10	-1	4	-2	0
17	CCn1c(SCC(=O)Nc2cc(C)on2)nnc1-c1ccc(OC)cc1	-2	-0.8	7	5	0.5	-6	2	-1	1	2
18	O=C(CCOc1ccccc1)Nc1ccnn1C1CCN(Cc2ccc(O)cc2)CC1	-3	-0.8	-3	13	-0.8	-5	3	12	0	-3
19	CCN(CC)c1ccc(NC(=O)COc2ccc(C)cc2)cc1	-6	-0.6	17	11	1.3	8	-2	15	5	0
20	Cc1ccc([N+](=O)[O-])cc1S(=O)(=O)NCCc1c(C)[nH]c2ccccc12	10	0.3	7	7	4.0	-40	-5	6	-3	0
21	Cc1noc(C)c1COc1ccc(C(=O)OC(C)C(=O)Nc2ccc(S(=O)(=O)N3CCOCC3)cc2)cc1 (configuration not stated)	2	0.9	-6	0	0.4	7	-4	4	5	7
22	CCOc1ccc2c(c1)C(NC(C)=O)C(=O)N2CCN1CCOCC1 (configuration not stated)	1	0.1	-7	-2	1.4	5	7	-16	8	0
23	COc1ccc(/C=C/C(=O)OCC(=O)Nc2ccc(OC)c(S(=O)(=O)N3CCCCC3)c2)cc1	6	-0.1	13	22	4.7	-19	-6	-5	5	3
24	CCOC(=O)c1nnc(-c2ccc(C)cc2)nc1Sc1ccc(Cl)cc1	3	-0.8	2	8	-0.6	6	-9	7	-2	5
25	COc1cccc(OC)c1C(=O)Nn1c(-c2cccs2)nc2ccccc2c1=O	3	-0.1	-2	6	-0.7	7	2	8	0	-12
26	O=C1C(O)CCN1Cc1ccccc1 (configuration not stated)	0	-0.4	-2	-2	0.6	-3	6	0	-2	-1
27	CCOC(=O)CC[C@@]1(C(=O)OCC)C[C@@H](CC(=O)NCCc2ccccc2OC)C(=O)N2CCCC=C21	1	0.2	-13	.	.	16	-5	.	1	-3
28	Cc1nc(S(=O)(=O)c2cccc(Cl)c2)nc2c1CCC2	0	-0.1	-1	4	1.6	8	6	-4	3	-3
29	O=C(O)c1cccc(-c2ccc(/C=N/n3cnnc3)o2)c1	4	0.1	-35	-11	2.3	-5	3	8	-3	2
30	CCn1c2ccc(/C(C)=N\O)cc2c2cc(/C(C)=N\O)ccc21	0	-0.2	-25	-6	-2.0	4	-7	4	-2	2
31	O=S(=O)(Nc1ccc(-c2nc3cccnc3s2)cc1)c1ccccc1F	27	99*	i	7	7.3	-31	-7	0	2	-4
32	COc1cccc(COC(=O)C2CCN(S(=O)(=O)c3ccc(Cl)cc3)CC2)c1OC	-1	0.8	9	8	2.1	-12	-3	9	-1	-1
33	CN(C)S(=O)(=O)c1ccc(C(=O)NCCSc2ccc(Br)cc2)cc1	5	1.1	7	10	-0.8	-7	-4	6	-7	1
34	N/C(=N\OC(=O)CC1CCCCC1)c1cccnc1	-4	-0.3	-1	5	0.9	-4	-1	2	1	5
35	Cc1cc(/C=N/N2CCN(C)CC2)c(C)n1-c1ccc(Cl)cc1	-1	0.4	0	12	2.0	-6	3	3	0	3
36	Cc1cc(N2CCN(C/C=C/c3ccccc3)CC2)n2ncnc2n1	-5	-0.2	-1	-2	-1.4	9	-2	7	2	1
37	COc1ccccc1C(CNC(=O)c1ccc(OCc2c(C)noc2C)cc1)N1CCCC1 (configuration not stated)	3	-0.2	4	13	-1.3	-8	0	9	3	-3
38	Cc1nc2cc(CC(=O)O)ccc2o1	0	-0.2	-1	5	-0.7	0	-6	-8	3	-2
39	CS(=O)(=O)CCC(C(=O)n1nnc2ccccc21)N1C(=O)c2ccccc2C1=O (configuration not stated)	1	-0.1	0	9	-0.1	-1	1	-5	-1	-2
40	CCN(CC)C(=O)COc1coc(CN2CCN(c3ccccc3F)CC2)cc1=O	-3	-0.8	2	0	-0.5	1	4	-10	0	1
41	Cc1cc(N2C(=O)c3ccc(C(=O)Nc4ccccc4O)cc3C2=O)no1	0	-0.4	0	4	0.1	8	-6	6	21	-5
42	O=C(CCn1c(=O)c2cccn2c2ccc(F)cc21)NCCc1ccccc1	-3	0.4	-7	-5	5.6	-2	3	7	-6	-11
43	O=C(c1ccco1)N1CCN(CC2CC3C=CC2C3)CC1 (configuration not stated)	-3	-0.5	-5	-8	2.6	1	7	-5	4	-1
44	O=C1c2ccccc2-c2ccc(C(=O)N3CCOCC3)cc21	-1	-0.1	4	-9	0.8	8	6	-12	3	0
45	CSCCC(C(=O)Nc1c(C)cccc1C)n1c(COc2ccc(C)cc2)nc2ccccc21 (configuration not stated)	3	-0.4	15	1	.	1	-11	6	-13	-23
46	Cc1ccc(C)c(NC(=O)CN(C)C(=O)c2cc(S(=O)(=O)N3CCOCC3)ccc2N2CCCC2)c1	-1	0.7	-11	-2	-2.7	0	3	2	-2	2
47	CCOC(=O)c1c(C)oc(NC(=O)COc2ccc(Cl)cc2C)c1C#N	17	0.5	-3	-7	0.9	-12	2	7	6	-4
48	COc1ccc(C2COC(=O)C2=N)c(NC(=O)c2ccccc2)c1 (configuration not stated)	3	-1.0	-19	9	1.7	3	3	3	0	0

Quoted from above, 3 compounds:
No.	compound	rCAG RNA binder	KLK7 zymogen act	ADAM10 inh	ASAP1 GAP inh	FXN GAA850 act	HGIII-sPLA2 inh	DDE Tn6 FP inh	ARFGAP1 inhibitor	NPR1 activator	NPR2 activator
45	CSCCC(C(=O)Nc1c(C)cccc1C)n1c(COc2ccc(C)cc2)nc2ccccc21 (configuration not stated)	3	-0.4	15	1	.	1	-11	6	-13	-23
46	Cc1ccc(C)c(NC(=O)CN(C)C(=O)c2cc(S(=O)(=O)N3CCOCC3)ccc2N2CCCC2)c1	-1	0.7	-11	-2	-2.7	0	3	2	-2	2
47	CCOC(=O)c1c(C)oc(NC(=O)COc2ccc(Cl)cc2C)c1C#N	17	0.5	-3	-7	0.9	-12	2	7	6	-4

Other records
No.	compound	rCAG RNA binder	KLK7 zymogen act	ADAM10 inh	ASAP1 GAP inh	FXN GAA850 act	HGIII-sPLA2 inh	DDE Tn6 FP inh	ARFGAP1 inhibitor	NPR1 activator	NPR2 activator
49	COc1cccc(C#Cc2ccc3c(c2)O[C@H](CN(C)S(=O)(=O)c2ccccc2F)[C@H](C)CN([C@H](C)CO)S3(=O)=O)c1	9	-0.6	-6	7	1.2	-20	3	6	4	1
50	Cn1c(Nc2ccc(Cl)cc2F)nc2cc(-c3ccccc3)sc2c1=O	8	0.5	-7	8	-0.3	4	3	-1	-8	-3
51	COc1ccc(NC(=O)[C@@H]2CCCN2S(=O)(=O)c2ccccc2F)cc1S(=O)(=O)N1CCCCC1	6	-0.1	-7	16	-0.8	-3	0	-2	-2	8
52	CC(O)c1cccc(NC(=O)CC(c2ccccc2)c2ccccc2)c1 (configuration not stated)	-2	0.6	5	-1	-2.6	-16	9	7	-2	-1
53	CCC(C)C(NC(=O)C1CCC(C)CC1)C(=O)Nc1ccc(OC)cc1OC (configuration not stated)	-4	0.0	4	-3	-1.1	6	-2	5	0	-2
54	COc1ccc(CNC(=O)C(c2ccco2)N(C(=O)c2ccccn2)c2ccccc2)cc1 (configuration not stated)	-5	-0.8	-5	9	-2.1	3	3	2	-4	5
55	Cc1ccc(S(=O)(=O)N2CCCN(S(=O)(=O)C3CCS(=O)(=O)C3)CC2)cc1 (configuration not stated)	-1	0.5	1	-3	-0.7	-1	2	-4	2	8
56	Cc1ccc(S(=O)(=O)NC(=O)CSc2nc3ccccc3s2)cc1	20	-0.1	-2	2	3.2	-13	-9	10	4	4
57	Cc1ccc(OCc2cc(C(=O)N(C)Cc3cnc4ccccn34)no2)cc1C	-4	-0.2	-2	8	-0.4	-6	0	6	6	5
58	Cc1ccc(N/C(N)=N/c2nc(CSc3ccccn3)cc(=O)[nH]2)c(C)c1	-1	-0.7	-2	3	1.7	8	-2	2	-3	-1
59	O=C(CNS(=O)(=O)Cc1ccccc1)NCc1ccccc1	2	0.0	-10	-16	0.0	-1	2	7	0	5
60	CCOC(=O)c1c(NCc2ccccc2)n[nH]c1C	-6	0.0	0	2	1.0	15	-9	11	0	2
61	COc1cc(C(=O)Nc2ccc3ccccc3c2)cc(OC)c1OC	0	-0.2	-5	-1	.	-5	-9	-1	-3	-4
62	COc1ccc(/C=C2/CC/C(=C\c3ccc(OC)c(OC)c3OC)C2=O)c(OC)c1OC	4	-0.6	4	-11	-0.1	-13	2	13	-1	-1
63	CCN(CC)c1ccc(NC(=O)c2cc3c(C)nn(-c4ccccc4)c3s2)cc1	15	-8.4	19	.	.	-1	-5	.	-3	-15
64	O=C(NCc1ccccn1)Nc1cccc(Cl)c1Cl	-1	-0.9	-9	15	4.2	2	0	3	0	-1
